# Source: PubChem
# Tat transport = E. coli Tat export inhibitors, primary screen, MC4100, TorA-mCherry reporter, fluorescence, single point. inhibition, % at 10 µM. AID 488895, 2010. 340,000 compounds, 0.036% hits;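 active = mean replicate inhibition at least 50% and at least half of replicates individually reaching 50%; inconclusive = only one of the two criteria met; inactive = neither criterion met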;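 also: exported cargo escapes ClpAP degradation while cytoplasmic cargo is degraded and loses fluorescence; 0% = median of neutral control wells and 100% = median of NaSCN control wells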
# cardiac RTF act = cardiac RTF calcium sensitivity activators, primary screen, biochemical, IANBD-TnC fluorescence, EC20 calcium. activation, % at 7.2 µM. 340,000 compounds, 0.24% hits. AID 493008, 2010. Troponin I, cardiac muscle (Homo sapiens) + Troponin T, cardiac muscle (Homo sapiens) + …. IANBD-labeled TnC RTF fluorescence at EC20 calcium; 0% EC20 calcium, 100% full calcium;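 active = activation above the mean over all tested compounds plus 3 SD, cut at about 30% in these data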;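 also: rise in fluorescence read as greater calcium sensitivity of cardiac thin filaments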
# Wnt bcat act = Wnt/beta-catenin pathway activators, primary screen, cell-based, plate reader, single point | Wnt/beta-catenin reporter cell assay, activator | activation, % at 9.35 µM | 300,000 compounds, 1.2% hits; in the data active = activation above about 30%, passing the limit was not always enough; inconclusive = no clear call, values can overlap the other calls;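 also: 0% = neutral control wells and 100% = positive control wells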
# Rtt109 HAT inh = inhibitors of C. albicans Rtt109/Vps75 HAT, primary screen, biochemical, ThioGlo CoA-SH fluorescence, plate reader. purified Rtt109/Vps75, 4 h. inhibition, % at 34.9 µM. 330,000 compounds, 0.16% hits;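 active = inhibition of at least 50% in every replicate; inconclusive = best replicate reaches 50% inhibition but some replicates fall short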
# Target sequence (Q5AAJ8 whole entry, looked up): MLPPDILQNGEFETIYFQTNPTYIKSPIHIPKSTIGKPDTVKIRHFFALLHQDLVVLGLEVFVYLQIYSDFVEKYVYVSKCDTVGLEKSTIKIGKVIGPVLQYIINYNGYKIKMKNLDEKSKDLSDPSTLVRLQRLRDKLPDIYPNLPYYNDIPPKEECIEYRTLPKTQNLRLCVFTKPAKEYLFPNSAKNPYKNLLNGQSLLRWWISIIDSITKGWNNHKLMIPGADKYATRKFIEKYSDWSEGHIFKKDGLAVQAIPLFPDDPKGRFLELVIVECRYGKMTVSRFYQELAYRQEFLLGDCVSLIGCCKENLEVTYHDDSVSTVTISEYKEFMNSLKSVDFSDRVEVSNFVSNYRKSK
# CAL PDZ FP-1 = untagged CAL PDZ binding inhibitors, primary screen, biochemical, fluorescence polarization, HTS | Golgi-associated PDZ and coiled-coil motif-containing protein (Homo sapiens), Q9HD26 | purified CAL PDZ, TMR-peptide fluorescence polarization, 1 h | 300,000 compounds, 0.92% hits | inhibition, % at 24.9 µM | AID 602252, 2012;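 active = mean inhibition of at least 30% with at least half of replicates also reaching 30%; inconclusive = no clear call, values can overlap the other calls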;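 also: 0% = DMSO neutral control and 100% = excess unlabeled competitor peptide PRC23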
# CAL PDZ FP-2 = CAL PDZ peptide-binding inhibitors, primary screen, biochemical, fluorescence polarization, Cer-tagged CAL PDZ, HTS | purified CAL PDZ, TMR-peptide fluorescence polarization, 1 h | inhibition, % at 20 µM | 330,000 compounds, 0.02% hits | AID 504414, 2011;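 active = highest replicate inhibition of at least 40%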;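 also: plate controls were DMSO neutral control wells for no effect and unlabeled competitor peptide control wells for full effect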
#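 System: purified tagged CAL PDZ domain construct (CerCALP). Schedule: 1 h incubation at room temperature before polarization reading. Medium: 25 mM sodium phosphate pH 7.4, 150 mM NaCl, TCEP, IgG, Thesit. Read-out: percent inhibition from loss of millipolarization. Measured by: FP readout, S and P plane fluorescence. Probe or stimulus: fluorescent TMR peptide probe.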
# V-ATPase pH = regulators of yeast V-ATPase proton pumping, primary screen, pHLuorin cytosolic pH fluorescence; response, % at 10 µM; 350,000 compounds, 0.37% hits; S. cerevisiae; in the data active = response mostly above about 7.3%, no sharp cut-off; inactive = mostly below about 5.4%; also: actives read high; inactives centre near 0; some compounds called inactive have numbers as strong as hits; reference of the scale not given here
# MITF act = activators of MITF-driven TRPM1 promoter reporter, primary screen, cell-based, SK-MEL-5, luciferase, single point. SK-MEL-5 TRPM1-promoter luciferase, 24 h; % of positive control, neutral wells = 0. activation, % at 12.5 µM. 300,000 compounds, 0.75% hits;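 active = mean activation of at least 80% with every replicate also reaching 80%; inconclusive = mean reaches 80% but some replicate falls short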;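 also: 0% = neutral control wells and 100% = parthenolide positive control wells; values of inactives mirror those of a sister screen read the other way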
# dFosB activator = activators of delta FosB homodimer, primary screen, biochemical, fluorescence polarization, TAMRA-CDK5 oligo, single point; Protein FosB (Mus musculus), P13346; purified delta FosB; percent of positive-control signal above neutral wells; activation, % at 25 µM; 340,000 compounds, 0.99% hits; AID 493131, 2011;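 active = mean activation above about 17%, with every replicate also reaching it, limit read from the data, passing the limit was not always enough; inconclusive = only one of the two conditions met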;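 also: fluorescence polarization rise as delta FosB binds a TAMRA Cdk5 AP-1 oligo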
# CDK5 p35 inh = inhibitors of human CDK5/p35 kinase, primary screen, biochemical, single concentration. Cyclin-dependent kinase 5 (Homo sapiens) + Cyclin-dependent kinase 5 activator 1 (Homo …. Recombinant CDK5/p35, ADP-Glo luminescence, 60 min. inhibition, % at 10 µM. 330,000 compounds, 0.01% hits;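 active = highest replicate inhibition of at least 50% and at least 75% of replicates reaching 50%; inconclusive = only one of the two criteria met; inactive = both criteria failed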;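 also: plate controls were DMSO neutral control for no effect and GW8510 at 10 µM for full effect; many of its hits are not listed in these tables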
# Target sequence (Q00535 whole entry, looked up): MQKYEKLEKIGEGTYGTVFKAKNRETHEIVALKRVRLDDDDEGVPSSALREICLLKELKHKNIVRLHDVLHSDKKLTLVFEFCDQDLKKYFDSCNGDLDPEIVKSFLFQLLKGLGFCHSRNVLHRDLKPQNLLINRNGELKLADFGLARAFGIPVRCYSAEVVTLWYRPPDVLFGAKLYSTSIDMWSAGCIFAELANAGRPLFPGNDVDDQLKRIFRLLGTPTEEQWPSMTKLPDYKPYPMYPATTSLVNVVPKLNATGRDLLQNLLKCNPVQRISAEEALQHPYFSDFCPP
# Target sequence (Q15078 whole entry, looked up): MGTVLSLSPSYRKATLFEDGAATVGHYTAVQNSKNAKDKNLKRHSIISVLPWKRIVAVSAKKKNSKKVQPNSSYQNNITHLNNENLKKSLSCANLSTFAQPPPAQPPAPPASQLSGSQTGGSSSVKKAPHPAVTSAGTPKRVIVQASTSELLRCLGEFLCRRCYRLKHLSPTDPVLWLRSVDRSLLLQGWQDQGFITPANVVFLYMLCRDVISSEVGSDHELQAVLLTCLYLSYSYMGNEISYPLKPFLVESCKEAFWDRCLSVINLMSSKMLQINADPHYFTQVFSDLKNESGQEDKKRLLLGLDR
# The depositor's hits bear a star; ? = inconclusive; · = no result given.
CDK5 p35 inh	dFosB activator	Rtt109 HAT inh	Wnt bcat act	Tat transport	MITF act	CAL PDZ FP-1	CAL PDZ FP-2	V-ATPase pH	cardiac RTF act	molecule
-1.1	-4.8	-1.8	21.5	2.0	64.4	·	-1.7	-0.9	4.2	Cc1cccc(C(=O)Nc2ccc3ccccc3c2)c1
-0.6	1.6	-3.9	1.3	-2.4	2.8	-1.2	0.4	-2.0	0.5	CCOC(=O)c1ccc(NC(=S)N2CCN(CCO)CC2)cc1
-1.2	11.6	6.0	-24.7	-9.3	1.6	-4.2	-2.2	0.4	-5.7	NCCSc1c(-c2ccc(Cl)cc2)[nH]c2ccccc12
0.3	-9.3	-4.0	-0.1	8.5	5.5	-5.2	-0.5	-2.4	-3.9	Cc1cc(OCc2cc(C(=O)N(C)CCOc3ccccc3)no2)cc(C)c1Cl
-0.2	-0.1	32.2	·	-8.5	-5.2	6.7	-2.6	1.1	-1.9	CC(C)NC(=O)CN(CCc1ccccc1)S(C)(=O)=O
-0.6	-3.5	55.3*	-0.3	6.0	56.7	-0.9	-3.9	-0.1	0.9	Nc1c(C(=O)c2ccccc2)oc2ccc([N+](=O)[O-])cc12
2.1	-2.6	4.6	·	1.4	-41.2	-3.2	-0.5	3.4	2.2	Cc1ccc(-c2nnc(-c3ccc(NC(=O)Cc4cccs4)cc3)o2)cc1
0.4	-2.9	0.7	-3.3	1.6	6.8	-4.8	-0.9	-1.8	2.3	C=CC[C@H]1C=C[C@@H](C(C(=O)OC)C(=O)OC)CN1C(C)=O
-0.9	-3.2	1.5	-0.3	1.0	3.5	2.3	0.5	2.4	5.2	COc1ccc(/C=C2\Oc3cc(OCC(=O)N4CCC[C@H]4C(=O)O)ccc3C2=O)c(OC)c1OC
0.6	?	5.8	·	5.5	2.2	-1.8	-0.9	4.9	14.7	CCN(CC)S(=O)(=O)c1ccc(/C=C/C(=O)OCC(=O)Nc2cccc3ccccc23)cc1
3.4	-7.9	0.3	-1.3	-2.1	2.7	-5.5	-3.3	-0.7	6.2	COc1ccc(-c2nnc(SCC(=O)N/N=C/c3ccccc3C(=O)O)n2-c2ccccc2)cc1
-0.1	-0.6	-13.0	-0.2	9.1	8.3	-7.2	-2.4	-2.0	-8.5	CN(C(=O)CCNC(=O)Cn1ccc2ccccc2c1=O)c1ccc(Br)cc1
-0.7	4.6	-12.9	·	0.5	-8.4	-2.1	·	3.5	-1.4	COC(=O)c1sccc1NC(=O)Cn1nnc(-c2ccc(C)cc2)n1
0.1	-4.2	-14.0	3.3	-1.4	5.4	·	-0.4	0.8	4.6	CCOC(=O)c1ccc(NC(=O)CSc2nnc(NC(=O)c3ccc(S(=O)(=O)N4CCOCC4)cc3)s2)cc1
0.4	-6.9	2.2	·	-0.9	2.2	·	0.2	0.2	-0.7	O=C(NC(=S)NNC(=O)c1cccs1)c1ccco1
0.0	-11.2	0.1	1.7	-11.2	15.7	1.1	·	-1.8	-1.3	CCOc1ccc(/C=C/C(=O)Nc2ccc(N3CCOCC3)cc2)cc1
0.7	2.1	-1.6	-3.6	-11.5	13.1	-4.1	-0.4	-3.6	-0.4	CN(C)c1nc(N)c(C#N)c(C#N)c1C#N
0.8	-4.4	-11.1	-22.7	0.2	37.5	0.1	-0.3	2.6	5.4	COc1ccc(/C=C/C(=O)Oc2cccc(/C=N/NC(=O)Cc3ccc(Br)cc3)c2)cc1
-0.7	1.4	3.4	-3.8	-4.3	-6.3	-6.1	-3.0	0.1	-3.7	O=C(NCc1ccc2c(c1)OCO2)C1CCCN1C(=O)Nc1ccc(Cl)cc1 (stereo unspecified)
-1.5	-16.8	2.0	-2.4	3.6	-5.9	·	-1.2	-0.9	-5.6	CCOc1ccc(S(=O)(=O)N2CCC(C(=O)N3CCN(C)CC3)CC2)cc1Cl
-0.2	0.1	-2.2	-0.9	-4.9	-3.5	2.7	-0.3	-1.1	3.4	Cc1ccc(S(=O)(=O)N(C)CCCC(=O)NC(C)(C)C)cc1
0.5	-9.4	-8.5	-0.6	-3.1	-7.8	·	0.3	1.6	8.9	CC1=CC(C)C(/C=N/N=C(N)N)C(C)C1 (stereo unspecified)
-1.7	-4.4	1.5	-3.1	3.2	7.5	24.2	0.0	8.1	2.4	COc1cc(/C=N/NC(=S)Nc2cccc(S(=O)(=O)N(C)C)c2)cc(OC)c1O
-1.8	-5.2	7.9	2.8	-11.3	10.1	·	-0.4	-7.7	-2.1	CC1CN(C(=O)CCC(=O)NCCc2ccccc2)c2ccccc2O1 (stereo unspecified)
1.4	4.4	-0.4	-6.4	2.3	3.3	·	-1.4	12.0*	3.9	CCOC(=O)C1(C(=O)OCC)NC(=O)CC1CC (stereo unspecified)
1.1	-7.6	-3.0	-1.4	-3.3	-5.0	5.8	-3.2	1.1	-0.7	CCc1ccc(NC(=O)CCc2nnc3ccc(N4CCC5(CC4)OCCO5)nn23)cc1
-0.2	1.4	-6.1	·	-2.9	12.0	0.5	·	-0.5	-1.3	COC(=O)c1ccc(N2C(=O)CC(N3CCOCC3)C2=O)cc1 (stereo unspecified)
-0.2	-7.8	13.0	-2.2	-1.7	5.6	6.2	-0.6	3.1	-8.5	CC(=O)C1C(=O)c2c(cccc2[N+](=O)[O-])C1=Nc1ccc(S(N)(=O)=O)cc1 (stereo unspecified)
-1.0	-7.5	-3.7	1.5	-9.7	-10.5	-6.6	-3.2	4.7	8.6	C[C@H](CO)N1C[C@H](C)[C@@H](CN(C)S(C)(=O)=O)Oc2ccc(NC(=O)Nc3ccc4c(c3)OCO4)cc2C1=O
-0.6	-9.3	11.6	·	-7.6	55.6	0.3	-3.1	1.2	-3.0	CSc1ccccc1C(=O)Nc1ccc(C)c(C)c1

# The results go on.
CDK5 p35 inh	dFosB activator	Rtt109 HAT inh	Wnt bcat act	Tat transport	MITF act	CAL PDZ FP-1	CAL PDZ FP-2	V-ATPase pH	cardiac RTF act	molecule
0.0	-12.0	-5.1	3.2	1.8	-12.1	·	-2.9	-1.6	-6.7	Cc1ccccc1NS(=O)(=O)c1ccc2c3c(cccc13)C(=O)N2C
2.2	-5.2	-3.9	-2.2	0.5	-32.0	-1.6	-0.4	-0.2	-6.4	NS(=O)(=O)c1ccc(NC(=S)Nc2ccc(Br)c(Cl)c2)cc1
-2.0	-2.3	2.6	-0.9	1.9	-1.2	·	0.2	-1.6	2.2	CC1(C(=O)OCC(=O)NCCNC(=O)COC(=O)C2(C)CC2(Cl)Cl)CC1(Cl)Cl (stereo unspecified)
2.3	-9.2	-26.0	3.8	10.4	2.5	-3.1	-1.8	0.0	-3.9	CC(C)c1ccc(CN2C(=O)NC3(CCCCCC3)C2=O)cc1
1.2	-2.6	-1.8	-0.6	-1.7	-0.5	·	-0.9	2.4	1.2	CCN(Cc1ccccc1)C(=O)C1CCC(CNc2c(N3CCOCC3)c(=O)c2=O)CC1 (stereo unspecified)
-5.0	-8.8	4.3	·	-3.8	3.5	-1.2	0.1	1.6	6.2	Cc1noc(C)c1C(=O)OC(C)C(=O)Nc1ccc(S(=O)(=O)NC(C)C)cc1 (stereo unspecified)
0.8	-6.3	-18.3	-2.6	4.0	-4.7	-3.1	-2.2	-0.5	4.9	COc1ccccc1-c1noc(CCC(=O)Nc2ccccc2Cl)n1
-0.1	-13.0	-11.6	-1.1	-14.6	-6.7	3.0	-0.6	2.7	7.9	CCOC(=O)c1c(-c2ccc(OC)cc2)csc1/N=C/C1C(=O)CCCC1=O
-0.2	-2.8	0.6	5.5	0.5	2.7	-0.6	0.1	-5.4	5.7	O=NN(CCCl)C(=O)NCCCl
-1.3	-0.8	-3.4	0.0	6.4	-6.4	-1.1	-1.2	-2.6	-8.2	CCOC(=O)c1cc(NC(=O)C2C3C=CC(O3)C2C(=O)O)cc(C(=O)OCC)c1 (stereo unspecified)
2.6	-9.2	1.7	-3.7	-6.6	-8.2	1.2	4.4	2.2	-25.2	O=C(CN1C(=O)/C(=C2\SC(=S)N(CCS(=O)(=O)O)C2=O)c2ccccc21)Nc1cccc(Br)c1
-10.8	-0.9	-1.3	-4.6	33.2	2.5	-3.6	5.0	0.9	0.3	CNc1c(NS(=O)(=O)c2ccc(C3CCCCC3)cc2)c(=O)oc2ccccc12
0.6	-1.9	-1.8	-0.5	0.3	-1.4	-3.3	-0.9	1.5	-0.4	OCCN(Cc1ccccc1)C(=S)Nc1ccc(F)cc1
-0.3	2.9	-1.1	-1.5	-0.5	-11.9	-6.6	-4.7	1.7	-4.8	COc1cccc(NC(=O)CNC(=O)c2ccc([N+](=O)[O-])cc2)c1
0.2	4.6	-7.4	·	-7.6	-6.8	-0.3	-0.6	-2.9	-1.1	CC(C(=O)NCc1cccs1)N1C(=O)c2ccccc2C1=O (stereo unspecified)
0.6	2.3	0.4	·	0.4	5.7	2.9	0.8	3.6	5.8	CNC(=S)N/N=C/c1ccc(OCC(=O)Nc2c(C)cc(C)cc2C)c(OC)c1
1.7	0.7	-12.1	-1.4	7.0	0.0	·	0.5	2.8	-0.4	O=C(Nc1c2c(nn1-c1ccc([N+](=O)[O-])cc1)CS(=O)(=O)C2)c1ccccc1F
2.9	-3.9	4.2	-3.3	7.7	·	·	-1.4	-1.6	-2.3	Cc1ccc(CSc2nc3c(c(=O)[nH]c(=O)n3C)n2CCC(C)C)cc1
1.0	?	6.4	·	9.1	·	-4.0	-2.1	2.1	4.1	COc1ccc(/C=N/NC(N)=S)cc1OC(=O)c1cccc2ccccc12
-1.1	2.1	0.2	0.7	6.5	-12.0	-3.9	-0.1	2.0	2.8	COc1ccc(CCNC(=O)CSc2nc(O)c(CC(C)C)c(=O)[nH]2)cc1OC
2.0	4.6	-6.5	0.0	-3.6	-1.1	1.9	-0.1	0.1	4.5	O=C(C/C=N\OCc1ccc([N+](=O)[O-])cc1)Nc1ccc(F)cc1F

# Record cards (already shown). Values in the order: CDK5 p35 inh	dFosB activator	Rtt109 HAT inh	Wnt bcat act	Tat transport	MITF act	CAL PDZ FP-1	CAL PDZ FP-2	V-ATPase pH	cardiac RTF act
# `Cc1ccc(CSc2nc3c(c(=O)[nH]c(=O)n3C)n2CCC(C)C)cc1` reads 2.9	-3.9	4.2	-3.3	7.7	·	·	-1.4	-1.6	-2.3
# `COc1cccc(NC(=O)CNC(=O)c2ccc([N+](=O)[O-])cc2)c1` reads -0.3	2.9	-1.1	-1.5	-0.5	-11.9	-6.6	-4.7	1.7	-4.8

# Compounds as they come, and some 4.1% of all compounds hit somewhere here.
